EPAC2 antag = qHTS for Antagonist of cAMP-regulated guanine nucleotide exchange factor 2 (EPAC2): primary screen | Potency, µM (top dose mostly 114 µM), inactives show at the highest dose activity, negative = inhibition, hits mostly inhibitors | 360,000 tested, 0.18% active | Rap guanine nucleotide exchange factor 4 (Homo sapiens), Q8WZA2 | EPAC2 GEF exchange of Rap1B-BODIPY-GDP, fluorescence; further: potency means the concentration at half of the fitted maximal effect; on the % scale 0 is the no-effect control and ±100 the full control effect; nearly all actives have a fitted effect of over 45% in size; many of its hits are not listed in these tables
Target sequence (Q8WZA2 whole entry, looked up): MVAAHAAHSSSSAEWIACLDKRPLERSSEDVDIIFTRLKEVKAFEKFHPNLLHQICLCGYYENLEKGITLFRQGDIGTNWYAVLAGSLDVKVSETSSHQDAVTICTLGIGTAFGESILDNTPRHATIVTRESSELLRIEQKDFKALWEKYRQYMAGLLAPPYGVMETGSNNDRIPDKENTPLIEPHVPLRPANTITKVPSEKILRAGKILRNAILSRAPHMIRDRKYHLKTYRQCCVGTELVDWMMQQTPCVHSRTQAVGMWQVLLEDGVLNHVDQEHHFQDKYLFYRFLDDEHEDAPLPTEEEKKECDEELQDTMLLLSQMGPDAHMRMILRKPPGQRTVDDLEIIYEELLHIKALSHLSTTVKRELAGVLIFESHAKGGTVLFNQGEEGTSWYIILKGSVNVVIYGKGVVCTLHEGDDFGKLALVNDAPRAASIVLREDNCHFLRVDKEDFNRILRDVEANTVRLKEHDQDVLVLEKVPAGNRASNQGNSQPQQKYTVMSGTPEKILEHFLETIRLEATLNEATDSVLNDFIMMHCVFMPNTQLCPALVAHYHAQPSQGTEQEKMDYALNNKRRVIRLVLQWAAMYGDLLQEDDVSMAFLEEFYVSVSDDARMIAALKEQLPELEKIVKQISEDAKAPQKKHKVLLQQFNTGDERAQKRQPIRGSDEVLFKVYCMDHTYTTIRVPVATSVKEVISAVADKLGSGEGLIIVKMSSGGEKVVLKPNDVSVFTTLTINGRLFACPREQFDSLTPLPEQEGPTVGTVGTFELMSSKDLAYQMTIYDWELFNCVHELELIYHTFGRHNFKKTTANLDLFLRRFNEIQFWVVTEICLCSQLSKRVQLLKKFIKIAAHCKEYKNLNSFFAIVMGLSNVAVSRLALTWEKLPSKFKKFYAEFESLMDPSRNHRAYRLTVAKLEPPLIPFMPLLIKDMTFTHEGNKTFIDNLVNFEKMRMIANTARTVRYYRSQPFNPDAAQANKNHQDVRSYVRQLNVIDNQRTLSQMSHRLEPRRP
A549 tox = Nrf2 qHTS screen for inhibitors: counterscreen for cytotoxicity. Potency, µM (highest dose often 46 µM), inactives show at the top dose activity change, negative = cytotoxicity, most hits filed as inhibitors. A549 ARE-Fluc cells, CellTiter-Fluor viability, 18-24 h. 390,000 tested, 0.16% active; further: potency means the concentration at half of the fitted maximal effect; on the % scale 0 is the no-effect control and ±100 the full control effect
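A549 ARE-Fluc cells in 5% FBS OPTI-MEM, 5000 cells/well, rested 2 h then exposed to compounds in concentration-response for 18-24 h at 37 °C. Viability by CellTiter-Fluor fluorescence (Ex 405/Em 525) after 30 min; luciferase luminescence (BugLite, 15 min, RT) read afterwards.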
EPAC2 ag = qHTS for Agonist of cAMP-regulated guanine nucleotide exchange factor 4 (EPAC2): primary screen | Rap guanine nucleotide exchange factor 4 (Homo sapiens), Q8WZA2 | EPAC2 activation, biochemical qHTS; response scale: 100% = 6.5 mM cAMP response | Potency, µM (titrated, usually from 154 µM), inactives show at the top dose activation, usual class: activators | 360,000 tested, 0.079% active | AID 720711, 2013; further: potency means the concentration at half of the fitted maximal effect; nearly all actives have a fitted effect of over 50% in size
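Compounds were added across a concentration range to EPAC2 (100 nM), RAP1B-BODIPY-GDP (250 nM) and GDP (50 uM). After 5 min at room temperature, fluorescence was recorded at 5-min intervals for 30 min.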
TGFb inhibitor = qHTS for Inhibitors of TGF-b; HepG2 CAGA-GFP TGF-b/SMAD3 reporter, GFP fluorescence, 18 h; TGF-beta stimulated, 500 pg/mL final; Potency, µM (top dose mostly 46.1 µM), for inactives: top-dose activity, negative = inhibition, actives largely listed as inhibitors; 410,000 tested, 1.2% active; AID 588855, 2011; further: potency means the concentration at half of the fitted maximal effect; on the % scale 0 is the no-effect control and ±100 the full control effect; nearly all actives have a fitted effect of over 65% in size
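GFP signal (ex488/em500-530) from TGF-beta-stimulated HEPG2 CAGA-GFP cells, 500 pg/mL final, 18 h at 37 degrees C in DMEM plus 1% FBS, normalized to unstimulated and DMSO-stimulated controls.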
Akt phos inh = HTS Assay for Inhibitors of Akt Phophorylation: Primary Screen. 360,000 tested, 0.32% active. AID 651550, 2012. activity change, % for hits at 50 µM. Neuro2A IGF-stimulated pAkt S473 HTRF, 20 min; hits give low values; in the data active means activity change below about -80%; inconclusive means mostly about -51% to -80%; further: on the % scale 0 is the no-effect control and ±100 the full control effect
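Neuro2A cells in DMEM with 0.5% FBS, overnight at 37 deg C, given compound at single 50 µM final, then IGF (6 nM final) for 20 min at 37 deg C. Lysed; phospho-Akt Ser473 by HTRF after 24 h, 665/615 ratio.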
Nrf2 block = Nrf2 qHTS screen for inhibitors; 360,000 tested, 2.1% active; AID 504444, 2011; Potency, µM (titrated, usually from 46 µM), for the others: top-dose activity change, negative = inhibition, most hits filed as inhibitors; A549 ARE-Fluc reporter, luciferase luminescence, 18-24 h; further: potency means the concentration at half of the fitted maximal effect; on the % scale 0 is the no-effect control and ±100 the full control effect; nearly all actives have a fitted effect of over 60% in size
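Two sequential reads on A549 ARE_Fluc cells exposed to compound for 18-24 h: a CellTiter-Fluor fluorescence read for viability, then a luciferase luminescence read for Nrf2/ARE activity.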
Nrf2 activator = qHTS of Nrf2 Activators. Potency, µM (highest dose often 46.1 µM), for the others: at the top dose activation, hits mostly activators. 410,000 tested, 0.31% active. AID 624171, 2012. AREc32 ARE-luciferase reporter (MCF7-derived line), luminescence, 24 h; further: potency means the concentration at half of the fitted maximal effect; % of control where 0% means no effect; nearly all actives have a fitted effect of over 65% in size
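Each well held 1000 AREc32 cells, which were incubated with compound for 24 hr at 37 deg C after overnight attachment, and ARE reporter activity was quantified by firefly luciferase luminescence.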
CCT modulator = High-Throughput Screening for Modulators of Cytosolic Chaperonin Activity | purified chaperonin ATPase assay, HTRF ADP detection, 30 min | activity change, % (concentration not given with the values), hits read low | 360,000 tested, 0.3% active | AID 651819, 2012; in the data active means activity change below about -30%; further: on the % scale 0 is the no-effect control and ±100 the full control effect
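ATPase activity: ADP formed was measured by HTRF Transcreener (665/615 nm ratio) after 30 min at 37 deg C with 10 uM ATP. Compounds screened at one 76 uM concentration against 40 or 20 nM TRiC in Tris pH 7.4/KCl/MgCl2/DTT buffer.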
MmCpn inh = Inhibitors of TCP-1 ring complex (TRiC) of Methanococcus maripaludis (MmCpn): qHTS; Chaperonin Mm-Cpn (Methanococcus maripaludis); purified Mm-Cpn ATPase, ADP Transcreener TR-FRET; Potency, µM (highest dose often 76.9 µM), for the others: top-dose activity, negative = inhibition, most hits filed as inhibitors; 330,000 tested, 0.031% active; AID 504842, 2011; further: potency means the concentration at half of the fitted maximal effect; on the % scale 0 is the no-effect control and ±100 the full control effect; nearly all actives have a fitted effect of over 80% in size
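25 nM Mm-CPN + cpd, 10 min 37°C; + 10 uM ATP, 30 min 37°C; buffer 30 mM Tris pH 7.4, 100 mM KCl, 5 mM MgCl2, 1 mM DTT; Transcreener ADP HTRF detection 30 min RT.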
The depositor's hits bear a star; i = inactive; ? = inconclusive; · = no result given; [ ] = dose if it differs, or a comment. Unless noted, the call rests on the fitted dose curve; in most records, active means well fitted curve in the direction sought with a large enough effect; inconclusive means small, poorly fitted or top-dose-only effect, or another doubt; inactive means no such curve, though single readings can be large; an effect the other way counts as inactive or inconclusive. Only part of the results is shown; count on the stated rates, not on these rows.

Values run as follows: EPAC2 antag	A549 tox	EPAC2 ag	TGFb inhibitor	Akt phos inh	Nrf2 block	Nrf2 activator	CCT modulator	MmCpn inh
- CC(CN1CCOCC1)OC(=O)c1ccccc1Br (configuration not stated)
  1%	-6%	4%	1%	i	-9%	0.3%	0.3	-3%
- Cc1ccc(Cl)cc1N1CCN(C(=O)c2ccc3nc(N4CCC(C)CC4)sc3c2)CC1
  ·	2%	·	0%	·	?	3.9%	·	·
- CCCOc1ccc(CCc2n[nH]c(=S)n2Cc2ccccc2)cc1
  -8%	-11%	-1%	?	i	?	-0.1%	0.3	3%
- CS(=O)(=O)c1ncc(N(Cc2ccco2)Cc2cccs2)c(C(=O)Nc2ccccc2F)n1
  ·	0%	·	?	·	-15%	9.5%	·	·
- CCOc1ccc(-n2cc(C(=O)c3cc(Cl)ccc3O)cc(C#N)c2=O)cc1
  -3%	0%	16%	13µM*	i	4%	3.0%	1.3	3%
- C/C(=C\c1ccccc1)C(=O)Nc1nccs1
  3%	4%	9%	-4%	i	?	25%	-2.5	-1%
- CSCCC(NS(=O)(=O)c1ccc2c(c1)Cc1cc(S(=O)(=O)NC(CCSC)C(=O)O)ccc1-2)C(=O)O (configuration not stated)
  -12%	0%	0%	6%	i	2%	-0.8%	-0.3	-1%
- O=C(Cc1ccccc1[N+](=O)[O-])NCCc1ccc(F)cc1
  2%	18%	3%	7%	i	5%	6.4%	-3.0	?
- CC[C@H](C)[C@@H]1NC(=O)c2cc([N+](=O)[O-])cc(F)c2NCCCC[C@@H](C(N)=O)NC(=O)[C@H](CCCCN)NC1=O
  9%	-16%	3%	3%	i	-4%	0.2%	0.5	-4%
- CC(=O)C1=CCC(c2ccco2)N(S(=O)(=O)c2ccc(C)cc2)C1 (configuration not stated)
  -15%	·	6%	-31%	i	·	7.0%	1.0	·
- O=c1[nH]cc(N=Cc2cc(Cl)cc(Cl)c2O)c(=O)[nH]1
  -17%	-7%	-8%	?	i	2%	6.2%	-0.3	1%
- COc1ccc(NC(=O)CC2C(=O)N(C)C(=S)N2Cc2ccco2)cc1 (configuration not stated)
  -1%	0%	1%	-11%	i	8%	11%	0.8	0%
- CN(C)S(=O)(=O)c1ccc(NC(=O)c2cc(-c3cccs3)nc3ccccc23)cc1
  0%	-3%	12%	?	i	-13%	0.4%	-2.2	?
- O=C(CCS(=O)(=O)c1ccccc1)Nc1ccc2c(c1)C(=O)NC2=O
  9%	-1%	2%	9%	i	2%	0.6%	-1.2	1%
- Nc1nonc1-n1nnc(C(=O)N/N=C/c2ccccc2Cl)c1CSc1ccccc1
  -9%	6%	15%	?	i	-13%	1.9%	-4.3	1%
- O=C(Nc1nnc(C2=COCCO2)o1)c1cccc(Br)c1
  4%	-6%	4%	-17%	i	?	5.6%	-0.6	-1%
- O=C(c1ccc(Cl)nc1)N1CCN(C/C=C/c2ccccc2)CC1
  -4%	14%	10%	-8%	i	0%	4.7%	-1.2	0%
- COC(=O)CCCCCn1c(-c2ccccc2)cn2c3c(=O)n(C)c(=O)n(C)c3nc12
  ·	-7%	·	-22%	·	5%	-0.4%	·	·
- Cc1cccnc1NC(=O)CN1C(=O)c2ccccc2S1(=O)=O
  -3%	0%	7%	0%	i	6%	-0.8%	-0.3	1%
- COC(=O)C1=C(C)NC(=O)/C1=C\c1cc(C)n(-c2cc(C)cc(C)c2)c1C
  -8%	?	6%	?	i	23µM*	2.2%	-1.8	-2%

The closing 3 compounds of the section before open the next one:
Values run as follows: EPAC2 antag	A549 tox	EPAC2 ag	TGFb inhibitor	Akt phos inh	Nrf2 block	Nrf2 activator	CCT modulator	MmCpn inh
- COC(=O)CCCCCn1c(-c2ccccc2)cn2c3c(=O)n(C)c(=O)n(C)c3nc12
  ·	-7%	·	-22%	·	5%	-0.4%	·	·
- Cc1cccnc1NC(=O)CN1C(=O)c2ccccc2S1(=O)=O
  -3%	0%	7%	0%	i	6%	-0.8%	-0.3	1%
- COC(=O)C1=C(C)NC(=O)/C1=C\c1cc(C)n(-c2cc(C)cc(C)c2)c1C
  -8%	?	6%	?	i	23µM*	2.2%	-1.8	-2%
- C=CCNC(=O)C12CCC(C)(C(=O)[C@H]1Br)C2(C)C (some centres not stated)
  2%	-2%	13%	0%	i	-8%	0.3%	-4.3	-10%
- CCN(CC)C(=O)c1ccccc1NC(=O)c1cccc(S(=O)(=O)N(CC)CC)c1
  -5%	-2%	0%	9%	i	-2%	0.2%	0.7	0%
- COc1ccc(/C=C/C(=O)N(C)C2CCCCC2)cc1Br
  -4%	-5%	5%	-7%	i	4%	3.7%	1.0	0%
- CC1(C)NC(=O)N(CCOc2ccc([N+](=O)[O-])cc2)C1=O
  13%	-2%	-7%	-1%	i	9%	-0.6%	-2.0	2%
- Cc1cc2ccccn2c1C(=O)c1ccccc1F
  45µM*	-12%	12%	6%	i	17%	2.0%	-0.7	-1%
- O=C(COc1cccc(Cl)c1)N1CCC(c2nc3ccccc3o2)CC1
  ·	6%	·	0%	·	-13%	6.3%	·	·
- CC(=O)c1cccc(NC(=O)N2CCCC2C(=O)NCCC(C)C)c1 (configuration not stated)
  -4%	-1%	-9%	-4%	i	3%	0.2%	1.4	-1%
- Cc1cc(Br)ccc1NC(=O)CN(C)C(=O)CCSc1ccc(F)cc1
  -11%	?	-1%	-9%	i	?	0.1%	2.7	0%
- O=C(CNS(=O)(=O)c1cccc(Br)c1)NCCCc1ccccc1
  2%	-3%	-3%	?	i	-2%	0.4%	-2.1	6%
- O=C(CCN1C(=O)c2ccccc2C1=O)N1CCN(C2c3ccccc3-c3ccccc32)CC1
  -2%	?	12%	-11%	i	-12%	-0.1%	0.8	-3%
- CC(C)NC(=O)CCC(=O)N1Cc2ccccc2Oc2ncccc21
  ·	5%	·	3%	·	3%	-0.5%	·	·
- CCN1CCN(c2cc3c(nn2)Oc2ccccc2N3C)CC1
  3%	-2%	-2%	4%	i	8%	1.7%	-0.2	-5%
- CCCCc1c(C)[nH]c2nc3ccccc3n2c1=O
  11%	-1%	2%	?	i	?	4.6%	0.7	0%
- O=C(c1ccc(Cl)c(S(=O)(=O)N2CCOCC2)c1)N1CCCC1
  4%	-1%	3%	-7%	i	-16%	0.1%	-0.2	0%
- c1ccc(-c2csc3ncn4nnnc4c23)cc1
  1%	-2%	1%	-16%	i	-1%	-0.7%	-0.9	1%
- CC[C@]12c3[nH]c4ccc(OC)cc4c3CCN1C(=O)C(CC(=O)NCCCOC)C[C@@H]2C(=O)N1CCN(C(=O)C2CC2)CC1 (some centres not stated)
  2%	9%	2%	-20%	i	36%	2.4%	-0.8	-5%
- O=C(COc1ccccc1)Nc1cc2c3c(c1)CC(=O)N3CCC2
  7%	-4%	3%	8%	i	11%	3.9%	0.5	-2%
- COCOc1cccc(CN2CCC2(C)C(=O)NCCNC(C)=O)c1 (configuration not stated)
  5%	·	-3%	-11%	i	·	-0.5%	0.9	·
- COc1cc(OC)cc(C(=O)NNC(=O)c2ccc3ccccc3n2)c1
  -3%	?	0%	?	i	?	17%	-0.8	3%
- CC(C)(C)c1ccc(/C=C(\C#N)C(=O)NCCN2CCOCC2)cc1
  14%	1%	6%	25%	i	-8%	2.5%	-1.1	2%
- CCCc1nnc(SCC(=O)Nc2ccc(OC)cc2)n1N
  1%	1%	5%	5%	i	15%	-0.1%	-2.1	2%
- O=C(c1ccncc1)N1CCN(c2ccc(F)cc2)CC1
  2%	7%	-3%	35%[activator]	i	18%	-0.9%	2.2	-2%
- CC1CCc2nn(CC(=O)NCCN3CCCCC3C)cc2C1 (configuration not stated)
  -2%	-3%	23%	8%	i	2%	0.3%	-0.7	-4%
- O=C(N/N=C/c1ccncc1)c1ccc2c(c1)OCO2
  19%	1%	-1%	0%	i	20%	4.4%	2.1	3%
- O=C1C=C(c2cc(Cl)cc(Cl)c2)C[C@@H](c2ccc(F)cc2)C1
  1%	-2%	10%	-15%	i	-1%	-0.8%	-2.0	2%
- O=C(NCc1cccnc1)C(=O)NCC1OCCN1S(=O)(=O)c1ccc(F)cc1 (configuration not stated)
  -3%	-3%	1%	-1%	i	18%	-0.2%	-0.3	1%
- COc1ccc(NC(=O)NC2(C(=O)N3CCCCC3)CCCCC2)cc1
  18%	-8%	3%	1%	i	5%	0.1%	2.3	1%
- CCCCCc1cc(=O)oc2c(C(CCN3CCCC(C)C3)c3ccc(OC)cc3)c(OC)cc(OC)c12 (configuration not stated)
  -21%	?	6%	?	i	?	-0.1%	-1.4	1%
- O=C(O)C1Cc2ccccc2CN1C(=O)COc1ccc(Cl)cc1 (configuration not stated)
  2%	0%	2%	-1%	i	4%	0.3%	2.5	-2%
- Cc1ccc(N(C(=O)Cn2nnc3ccccc32)C(C(=O)NCc2ccco2)c2ccc(C)o2)cc1 (configuration not stated)
  6%	1%	12%	9%	i	·	0.1%	-5.7	1%
- CCC(=O)Nc1sc(C(=O)Nc2ccccc2F)c(C)c1C(=O)OC
  -5%	-2%	-9%	7%	i	?	4.7%	1.6	-4%
